Source: PubChem BioAssay (several laboratories)
Rad51 HR inh – Rad51 (human) homologous recombination inhibition; Q06609; hRad51 DNA strand exchange, fluorescence dequenching; inhibition, % at 10 µM; 200,000 tested, 0.085% active; AID 1385;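 active = inhibition above 40% at the single screening dose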;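 also: 0% = DMSO control wells and 100% = blanks with heterologous ssDNA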
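Material: human Rad51–ssDNA filaments; Probe or stimulus: labelled 47-mer dsDNA for strand exchange; Doses: single 10 µM dose; Incubation: 37 °C 15-min filament assembly, 30-min compound preincubation, 15-min exchange; Technique: FRET fluorescence dequenching, excitation 485 nm, emission 520 nm; Measure: Fluorescence-based percent inhibition, control- and blank-normalised; Benchmarks: plate control and blank wells.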
EBV gp42 block – EBV gp42 inhibition; Q1HVG2; Fluorescence polarization binding assay, mP read-out; inhibition, % (tested at 21.74 µM); 220,000 tested, 0.42% active; AID 1085; in the data active = inhibition above about 50%
Cl transport mod – KCC2 (human) Cl- transport modulation; KCC2 cells, thallium flux FluoZin-2 fluorescence; B-score of Tl+ flux slope (higher = more flux/activation; lower = inhibition) at 10 µM; 190,000 tested, 2.2% active;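 active = thallium flux slope and its plate-corrected score both differing from the plate sample mean at a set confidence after two filtering rounds, in either direction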;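 also: slope of fluorescence scaled to starting intensity during 10 to 20 s after thallium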
zVAD death inh – blocks zVAD induced death of L929 cells; viability rescue, % at 10 µM; AID 1377; L929 zVAD necroptosis rescue, ATP luminescence, 24 h; with zVAD 60 µM; 220,000 tested, 0.38% active;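 active = activation, scaled between plate controls, above about 75%, limit read from the data; inactive = activation under that limit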;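 also: 0% = zVAD with DMSO and 100% = DMSO alone without zVAD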
TNF death inh – TNF-alpha cell death inhibition in Jurkat FADD-/- cells. 220,000 tested, 0.068% active. activation (protection from cell death), % at 10 µM. AID 463075. Jurkat FADD-/- TNF necroptosis rescue, ATP luminescence, 24 h; 0 = TNF only, 100 = no-TNF cells;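 active = activation, meaning protection from cell death, of at least 50% relative to plate controls; inactive = activation below 50%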;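 also: necroptosis triggered by 40 ng/mL TNF-alpha added together with compound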
Calpain2 inh – calpain II (pig) inhibition. 220,000 tested, 0.37% active. AID 1236. purified calpain II, fluorogenic peptide substrate, 30 min. inhibition, % at 16 µM;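 active = inhibition above about 50%, limit read from the data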
eIF4E 4G PPI – eIF4E/eIF4G interaction inhibition in translation initiation; P63073+Q04637; TR-FRET eIF4E-eIF4GI(517-606) binding, 2 h; inhibition, % at 21.7 µM; 220,000 tested, 0.37% active; AID 782;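 active = inhibition above about 30%, limit read from the data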;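 also: 0% = full FRET control wells and 100% = background wells lacking eIF4GI fragment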
PERK inh – blocks human PERK kinase. inhibition, % at 5.6 µM. 220,000 tested, 0.17% active. Q9NZJ5. CHO PERK-DD fusion, SEAP luminescence translation reporter;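 active = inhibition above the mean inhibition of all tested compounds plus 3 SD, set separately per screening campaign, cut at about 2.9% in these data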;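 also: PERK kinase domain activated by AP20187 dimerizer at 100 nM; 0% = DMSO with dimerizer and 100% = rapamycin at 8.4 µM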
Mdm2 ligase inh – Mdm2 E3 ligase (human) inhibition; Q00987; cell-based MDM2 ubiquitination luciferase reporter, 2 h; 0 = plate control, 100 = twice control, blank-subtracted; signal enhancement, % at 5 µM; 210,000 tested, 0.11% active; AID 1230;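 active = signal enhancement of 30% or more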;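 also: luminescence tracks abundance of the self-degrading MDM2-luciferase fusion protein; higher signal means inhibition of MDM2 E3 ligase activity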
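system = mammalian cells stably expressing self-ubiquitinating, self-degrading MDM2 E3–luciferase fusion | quantity = 2000 cells per well seeded | incubation = 4 h cell settling then 2 h compound exposure, 37 °C | signal = SteadyLite luminescence, 15 min reagent step | benchmarks = plate control and blank wells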
Starred values were filed as active, the others as inactive; · = no result given; [ ] = remark or other dose.

SMILES	Rad51 HR inh	EBV gp42 block	Cl transport mod	zVAD death inh	TNF death inh	Calpain2 inh	eIF4E 4G PPI	PERK inh	Mdm2 ligase inh
Cc1nc2ccc(NC(=S)N3CCCC3)cc2nc1C	2	-2	-0.88	2.2	0.6	-15	-2	-0.1	-1
Cc1ccc(C)c(-n2c(SCC(=O)NC(C(=O)O)C(C)C)nnc2-c2cccc(Cl)c2)c1 (centres undefined)	0	-22	-0.14	1.9	0.0	-34	1	0.3	-6
O=C(NN=C1CCCC1)c1cccs1	-49	-17	2.1	-0.1	1.2	9	21	0.3	-2
CCCCOc1ccc(NC(=O)CSCC(=O)OCC)cc1	5	-13	·	1.5	-1.1	4	2[fluorescence artefact?]	0.4	-21
CCOC(=O)N1CCN(S(=O)(=O)c2ccc3[nH]c(=O)oc3c2)CC1	·	2	-0.28	0.6	-0.1	-2	0	1.2	3
O=C(CSc1ccc(F)cc1)NCCSc1ccccc1	1	-13	-0.12	-0.1	2.4	32	-1	0.4	-29
CC(Oc1ccccc1)C(=O)Nc1cccc(NC(=O)c2ccco2)c1 (centres undefined)	-11	5	0.85	-0.3	1.3	10	-7	-1.5	-5
c1ccc(C(c2nnnn2C2CCCC2)N2CCN(c3nc4ccccc4s3)CC2)cc1 (centres undefined)	1	-7	-1.6	0.8	1.2	-20	0[fluorescence artefact?]	-1.4	-12
O=C(Nc1ccc2c(c1)OCO2)c1c(Cl)nc2sccn12	-3	-6	·	0.7	-0.6	-28	-10	-1.5	-3
CN(CC(=O)Nc1ccc(Cl)cc1)CC(=O)Nc1cc(Cl)ccc1C#N	3	-18	-0.34	1.3	2.2	-11	-1	-0.5	-21
O=C(CCC(=O)OCC(=O)c1ccc(F)cc1)NC1CCCCC1	-6	-21	·	1.0	0.5	2	9	0.9	-71
COC(=O)c1ccc(N=C2S/C(=C\c3cc(C)n(-c4cccnc4)c3C)C(=O)N2C)cc1	1	-22	0.86	0.0	-7.5	-49	-8	-1.0	-23
CCn1c2ccccc2c2nc3cc(OC)c(OC)cc3nc21	1	33	·	0.7	-7.0	-207	6	-1.0	-22
O=C(Nc1ccccc1)C1CCCN(C(=O)c2ccc(Cl)cc2)C1 (centres undefined)	9	-15	-2	-0.5	0.7	15	2	0.7	-16
Cn1c(SCC(=O)Nc2cccc3ccccc23)nc(O)cc1=O	5	-9	-1.6	0.6	-0.3	15	6	0.5	-14
O=C(CN1CCCCC1)Nc1scc2c1c(=O)oc1ccccc12	1	-16	0.048	4.4	-2.4	-11	0	0.5	-18
COc1cccc(CN2CCN(Cc3nc4c(s3)CCCC4)CC2CCO)c1 (centres undefined)	-22	-8	0.0049	0.4	-0.1	-15	1	0.9	-5
COc1ccccc1C(=O)Nc1ccc(N2CCN(Cc3ccccc3)CC2)cc1	1	-23	-0.63	0.0	1.6	24	4	-0.6	-5
C[C@@H](C(=O)NCC1CC1)[C@H]1C[C@]1(C)[C@H](NC(=O)OCc1ccccc1)c1ccccc1	8	0	-0.79	0.3	0.8	2	-6[fluorescence artefact?]	-0.8	·
CCCSc1nnc(-c2ccccc2NC(=O)CC)c(=O)[nH]1	-5	-11	0.48	-0.1	-1.3	-3	8	-1.1	-11
COC(=O)c1cc2c(N)c(C(=O)c3ccc(Cl)cc3)sc2nc1C(OC)OC	-15	-14	0.11	0.6	2.8	8	-3	0.7	-17
CCC(=O)N=c1sc2ccccc2n1-c1ccccc1	-11	-29	-0.94	-0.6	-1.8	-11	-1	1.2	-13
O=C(N/N=C/c1ccccc1C(=O)O)C(=O)N1CCCCC1	12	4	0.24	0.1	-0.1	-2	0	0.5	-1
COC(=O)c1cc(S(=O)(=O)N2CCOCC2)ccc1Sc1ccccc1N	1	-19	-0.52	-0.1	1.4	34	4	-1.8	-22
COCCCn1c(-c2ccc(OC)cc2)nc2nc3ccccc3nc21	2	-2	·	0.2	-0.3	-297	0	0.4	-9
O=C(CCCC(=O)N(CC(=O)NC1CCCCC1)Cc1ccc2c(c1)OCO2)Nc1ccccn1	2	-4	-0.42	-1.3	-1.1	-32	-12[fluorescence artefact?]	-0.1	-15
CCOC(=O)c1[nH]c2ccc(OCC)cc2c1NC(=O)CN1CCN(c2ccccc2)CC1	5	-1	1.2	-0.4	-1.9	-34	19	0.7	-8
N#C/C(=C\c1ccc(-c2ccc([N+](=O)[O-])cc2Br)o1)C(=O)N1CCN(c2ccccc2)CC1	7	-76	-0.6	0.1	1.7	-23	-6	0.5	-6
CC(Sc1ccsc1[N+](=O)[O-])C(=O)N1CCN(c2ccccn2)CC1 (centres undefined)	-1	-18	-0.28	-1.6	1.6	-6	-1	0.1	-13
CC(C)(C)OC(=O)N1CCC(CNC(=O)c2cccs2)CC1	9	-15	0.016	0.6	1.9	-21	5	-0.7	1

Record cards, from the list above. Screens in order: Rad51 HR inh	EBV gp42 block	Cl transport mod	zVAD death inh	TNF death inh	Calpain2 inh	eIF4E 4G PPI	PERK inh	Mdm2 ligase inh
COCCCn1c(-c2ccc(OC)cc2)nc2nc3ccccc3nc21 in the list: 2	-2	·	0.2	-0.3	-297	0	0.4	-9
CCC(=O)N=c1sc2ccccc2n1-c1ccccc1 in the list: -11	-29	-0.94	-0.6	-1.8	-11	-1	1.2	-13

An excerpt from above, showing only Mdm2 ligase inh, Rad51 HR inh and zVAD death inh.
SMILES | Mdm2 ligase inh | Rad51 HR inh | zVAD death inh
Cc1ccc(C)c(-n2c(SCC(=O)NC(C(=O)O)C(C)C)nnc2-c2cccc(Cl)c2)c1 (centres undefined) | -6 | 0 | 1.9
O=C(NN=C1CCCC1)c1cccs1 | -2 | -49 | -0.1
CCCCOc1ccc(NC(=O)CSCC(=O)OCC)cc1 | -21 | 5 | 1.5
CCOC(=O)N1CCN(S(=O)(=O)c2ccc3[nH]c(=O)oc3c2)CC1 | 3 | · | 0.6

Additional structures follow.
SMILES	Rad51 HR inh	EBV gp42 block	Cl transport mod	zVAD death inh	TNF death inh	Calpain2 inh	eIF4E 4G PPI	PERK inh	Mdm2 ligase inh
O=C(/C=C/c1ccc2c(c1)OCO2)NCCCN1CCOCC1	22	-2	-2.9	1.3	4.3	-85	-2	0.7	8
CCN1CCc2c(OCC(=O)Nc3ccc4c(c3)OCCO4)cccc2C1=O	16	13	-2	-0.2	-0.3	29	0	-0.2	-16
CC(=O)Nc1ccc(Oc2cnc3ccccc3n2)cc1	-4	-11	1.5	0.1	-1.1	-5	-4	-0.7	-9
O=C(NC(c1ccccc1)C(Cl)(Cl)Cl)c1ccccc1 (centres undefined)	-4	3	-1.5	0.4	-1.6	0	-2	0.1	4
CC(=O)NC(C)CCc1ccccc1 (centres undefined)	-6	-12	-0.75	-0.4	0.2	0	1	1.4	-18
O=c1oc(-c2ccccc2NS(=O)(=O)c2ccc3ccccc3c2)nc2ccccc12	-11	24	-0.099	0.4	1.0	-39	2	-0.4	-10
CCOc1cc(/C=N/NC(=O)c2cccs2)cc([N+](=O)[O-])c1O	4	-11	-0.11	13	0.7	14	-1	1.3	1
Cc1cc(=O)[nH]c(-n2ncc(C#N)c2N)n1	-1	-11	1.2	1.0	0.2	-4	0	1.0	9
COc1cccc2cc(C(=O)N3CCN(c4ccc(C)cc4C)CC3)c(=O)oc12	0	-9	-1.4	2.3	-4.7	22	-2[fluorescence artefact?]	-0.4	-18
Cc1cccc(NS(=O)(=O)c2ccc3c(c2)Cc2cc(S(=O)(=O)Nc4cccc(C)c4C)ccc2-3)c1C	·	6	0.37	1.6	6.8	-61	3	0.1	-9
COc1ccc(N2C(=O)CC(Sc3nc4ccccc4s3)C2=O)cc1OC (centres undefined)	2	-13	-0.032	-0.1	-7.2	-25	1	0.9	7
Cc1cccc(NC(c2ccc(C)s2)c2ccc3ccc(C)nc3c2O)n1 (centres undefined)	-15	-24	-1.8	17	2.6	-2	3	1.0	-9
CCOc1ccc(CNC(=O)CCCOc2cc(=O)n(C)c3ccccc23)cc1	1	-8	-0.2	1.4	-1.6	24	6	-1.6	-33
CCOC(=O)c1cccc(NC(=O)CN(C)S(=O)(=O)c2cnc[nH]2)c1	-4	-3	1.1	0.9	0.3	-8	-15	1.2	-2
COc1ccccc1N1CN(Cc2ccccc2)CNC1=S	1	-9	-1.1	-0.1	3.7	6	-4	2.2	-6
Cc1c(C(=O)O)oc2ccc(S(=O)(=O)NC3CCCCCCC3)cc12	·	5	-0.097	·	2.1	20	3	0.4	-13
Cc1ccccc1-c1cc(C(=O)n2cccn2)c2cc(Cl)ccc2n1	-1	-8	·	-0.1	-3.2	2	-3	0.8	-17
CCCC(=O)Nc1ccc(Cl)c(NC(=O)c2ccco2)c1	-3	-21	-0.021	-0.1	-0.6	5	·	1.2	-12
O=C(Nc1ccc(N2CCN(C(=O)c3cccs3)CC2)cc1)c1cccnc1	-15	-7	0.5	0.9	2.5	12	-2	-0.5	-9
CC[C@H](C)[C@@H]1NC(=O)c2cc([N+](=O)[O-])cc(F)c2OCC[C@@H](C(N)=O)NC(=O)[C@H](CCCCN)NC1=O	-12	-24	1.4	4.3	0.7	3	1[fluorescence artefact?]	0.8	·

3 compounds already listed, ordered by their value in Cl transport mod, lowest first:
compound,Cl transport mod
Cc1cccc(NC(c2ccc(C)s2)c2ccc3ccc(C)nc3c2O)n1 (centres undefined),-1.8
CCOc1ccc(CNC(=O)CCCOc2cc(=O)n(C)c3ccccc23)cc1,-0.2
CC[C@H](C)[C@@H]1NC(=O)c2cc([N+](=O)[O-])cc(F)c2OCC[C@@H](C(N)=O)NC(=O)[C@H](CCCCN)NC1=O,1.4

Additional compounds follow:
SMILES	Rad51 HR inh	EBV gp42 block	Cl transport mod	zVAD death inh	TNF death inh	Calpain2 inh	eIF4E 4G PPI	PERK inh	Mdm2 ligase inh
Nc1c(-c2ccc(Cl)cc2)cnn1C1CCS(=O)(=O)C1 (centres undefined)	-2	-11	0.076	0.0	0.0	-10	10	-0.2	-9
O=C(OCc1nnc(-c2ccc(Cl)cc2)o1)c1ccncc1	-4	5	·	1.2	0.1	-214	-14	0.9	-11
CC1Cc2ccccc2N1S(=O)(=O)c1cccc(C(=O)OCC(=O)NC2CCS(=O)(=O)C2)c1 (centres undefined)	-5	-8	-0.37	0.8	-0.4	-7	-7	-0.6	-10
COc1ccccc1-n1c(C)nc(=O)c(-c2ccccc2)c1C	1	-3	·	0.1	0.6	13	3	1.1	-18
Cc1nc2ccccc2n1CC(=O)N1CC(=O)Nc2ccccc21	0	-6	0.27	0.2	-2.3	10	2	1.1	1
Cc1nccn1CC(O)COc1ccccc1 (centres undefined)	-1	0	0.35	-1.2	0.8	13	-6	1.5	-6
O=S(=O)(c1ccc(N2CCOCC2)nc1)N(Cc1ccccn1)Cc1ccccn1	-5	5	-0.3	-0.6	-1.2	1	-2	-2.2	1
O=C(Nc1nc(-c2ccccn2)cs1)c1ccc(Br)s1	4	-4	39*	4.8	-16	-9	-2	-2.0	45*
